IDE act: human IDE activators in live cells, primary screen, fluorescence polarization, HEK cells, FAbeta-B substrate. AID 493087, 2011. FAbeta-B cleavage; 0% vehicle, 100% cell-free pure enzyme wells. activation, % at 5.96 µM. 0.073% of 340,000 active. Insulin-degrading enzyme (Homo sapiens), P14735;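 active = activation above the mean of all tested compounds plus 3 SD, set per screening campaign, cut at about 17% in these data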
CRFBP-R2 agonist: agonists of CRF-BP/CRF-R2 complex, primary screen, cell-based, HEK293, calcium dye fluorescence, uHTS; AID 588473, 2011; calcium dye fluorescence (FLIPR); percent of saturating CRF peptide response; 0.46% of 350,000 active; activation, % at 13.2 µM;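 active = activation of at least 50%, plus an integration ratio under a set limit after plate pattern correction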;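 also: plate controls were neutral control wells without compound for no effect and CRF at EC100 for full effect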
GalR3 antagonist: GalR3 antagonists in HEK293 cells, primary screen, cell-based, fluorescence readout; HEK293 GalR3-CNG cAMP membrane potential fluorescence; galR3 body fused to GalR1 C-terminus; 0.44% of 360,000 active; AID 651719, 2012; inhibition, % at 3 µM;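 active = inhibition above the screen-wide average plus 3 SD, cut at about 13% in these data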;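 also: forskolin and galanin both at EC90 stimulate the cells; cAMP rise reported by CNG channel membrane potential dye signal; 0% = forskolin plus galanin with DMSO and 100% = forskolin alone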
Target sequence (O60755 1-299 limits assumed): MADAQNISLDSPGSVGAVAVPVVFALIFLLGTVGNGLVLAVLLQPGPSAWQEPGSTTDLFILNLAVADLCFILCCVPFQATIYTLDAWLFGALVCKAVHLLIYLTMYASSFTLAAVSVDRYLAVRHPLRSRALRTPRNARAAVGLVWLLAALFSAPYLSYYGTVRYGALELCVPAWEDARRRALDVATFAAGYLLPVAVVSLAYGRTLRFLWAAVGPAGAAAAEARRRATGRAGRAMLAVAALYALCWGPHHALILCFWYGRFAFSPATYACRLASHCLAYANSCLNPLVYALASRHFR
MEKK3 PB1 HTS: modulators of MEKK3-MEK5 PB1 binding, primary screen, biochemical, wildtype MEKK3, multiplex bead flow cytometry, Alexa488-MEK5; 1.4% of 290,000 active; AID 1529, 2009; Mitogen-activated protein kinase kinase kinase 3 (Homo sapiens), Q99759; bead-based flow cytometry, Alexa488-MEK5 binding to MEKK3; actives lie on both sides; 0 = blocked by unlabeled MEK5, 100 = vehicle; binding response (% of control), % at 10 µM;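 active = binding response more than 3 SD above or below the average of its plate-row segment, actives on both sides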;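 also: Alexa488 bead fluorescence after subtracting the streptavidin-only scavenger bead signal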
pCIP destab: p/CIP-EGFP fusion destabilizers, primary screen, fluorescence, F442A cells. 16 h. decrease of EGFP signal, % at 10 µM. 0.01% of 290,000 active;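 active = EGFP signal decrease of at least 30% at 10 µM or well 3 SD below plate mean, unless failing retest; inactive = the rest, including hits failing retest or dose response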; also: some compounds called inactive have numbers as strong as hits; many of its hits are not listed in these tables
CRFR2-BP antag: antagonists of CRF-BP/CRF-R2 complex, primary screen, cell-based, HEK293, calcium dye fluorescence, uHTS; inhibition, % at 11.8 µM; 0.59% of 350,000 active; CRF-induced calcium fluorescence; AID 588475, 2011;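 active = inhibition of the ligand-induced calcium signal above about 50% at the single tested concentration, limit read from the data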
IDE cell inh: human IDE inhibitors in live cells, primary screen, fluorescence polarization, HEK cells, FAbetaB substrate | inhibition, % at 5.59 µM | AID 434962, 2010 | 0.41% of 320,000 active | FAbetaB cleavage | Insulin-degrading enzyme (Homo sapiens), P14735;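 active = percent inhibition above the average of all tested compounds plus 3 SD, set per screening campaign, cut at about 16% in these data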;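 also: IDE supplied by intact live HEK cells; FP after avidin binding of uncleaved biotin substrate so inhibition keeps polarization high; 0% = DMSO wells and 100% = 60 µM reference IDE inhibitor Ii1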
PHOSPHO1 inh: PubChem AID 1565 | Phosphoethanolamine/phosphocholine phosphatase (Homo sapiens), Q8TCT1 | recombinant PHOSPHO1, absorbance phosphatase assay | inhibition, % at 13.3 µM | 1.1% of 290,000 active; in the data active = inhibition above about 60%
Target sequence (Q8TCT1 whole entry, looked up): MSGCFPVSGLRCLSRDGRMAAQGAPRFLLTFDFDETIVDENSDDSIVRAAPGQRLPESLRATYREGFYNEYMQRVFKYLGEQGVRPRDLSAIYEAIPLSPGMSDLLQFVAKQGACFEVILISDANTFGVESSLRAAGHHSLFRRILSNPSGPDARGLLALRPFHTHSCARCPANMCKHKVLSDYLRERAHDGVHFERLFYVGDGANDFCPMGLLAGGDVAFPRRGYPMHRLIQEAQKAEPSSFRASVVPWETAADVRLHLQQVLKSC
CHRM4 PAM: human M4 muscarinic receptor positive allosteric modulators, primary screen, CHO-K1 cells, Fluo-8 calcium fluorescence | CHO-K1 hM4/Gqi5, ACh EC20; 0% = ACh EC20, 100% = maximal ACh | activation, % at 3 µM | 0.4% of 360,000 active;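 active = activation above its plate's cutoff, the mean activation of sample wells plus 3 SD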; also: some results filed as inactive read as strong as hits
Target sequence (P08173 whole entry, looked up): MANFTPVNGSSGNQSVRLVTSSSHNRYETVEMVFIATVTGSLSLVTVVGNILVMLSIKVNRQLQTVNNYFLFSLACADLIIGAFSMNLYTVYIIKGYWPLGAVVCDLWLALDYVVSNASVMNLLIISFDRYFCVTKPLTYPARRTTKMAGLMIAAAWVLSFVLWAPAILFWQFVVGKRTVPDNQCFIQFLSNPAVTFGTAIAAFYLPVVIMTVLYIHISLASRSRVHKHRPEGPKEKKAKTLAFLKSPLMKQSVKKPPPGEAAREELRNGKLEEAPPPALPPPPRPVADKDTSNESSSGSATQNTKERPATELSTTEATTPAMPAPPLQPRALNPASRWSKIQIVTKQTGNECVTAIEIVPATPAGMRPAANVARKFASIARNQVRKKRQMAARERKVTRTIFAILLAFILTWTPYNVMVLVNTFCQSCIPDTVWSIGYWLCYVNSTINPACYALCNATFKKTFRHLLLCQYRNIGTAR
* marks the source's active call; other numbers are inactive results.

Results for CN(C)c1cc[n+](CC(=O)N2c3ccccc3Sc3ccccc32)cc1 ?
IDE act: -1; CRFBP-R2 agonist: -2.3; GalR3 antagonist: -2; MEKK3 PB1 HTS: 93; pCIP destab: -11; CRFR2-BP antag: 3; IDE cell inh: 3; PHOSPHO1 inh: 33; CHRM4 PAM: -26

How did Cc1cc(C)c(S(=O)(=O)Nc2ccccc2C(=O)N2CCCC2)c(C)c1 do in these assays?
IDE act: 4; CRFBP-R2 agonist: 0.3; GalR3 antagonist: -3; MEKK3 PB1 HTS: 102; pCIP destab: -14; CRFR2-BP antag: -11; IDE cell inh: -5; PHOSPHO1 inh: 16; CHRM4 PAM: 18

What do the screens show for `O=C(NCc1ccccc1)c1c(O)c2ccccc2[nH]c1=O`?
IDE act: 11; CRFBP-R2 agonist: 0.8; GalR3 antagonist: -10; MEKK3 PB1 HTS: 105; pCIP destab: 3; CRFR2-BP antag: 3; PHOSPHO1 inh: 29; CHRM4 PAM: -3

What do the screens show for `O=C(O)/C=C/C(=O)Nc1ccc(OC(F)(F)F)cc1Br`?
IDE act: 4; CRFBP-R2 agonist: -0.3; GalR3 antagonist: 5; MEKK3 PB1 HTS: 86; pCIP destab: -5; CRFR2-BP antag: -4; IDE cell inh: 5; PHOSPHO1 inh: 38; CHRM4 PAM: -4

How did CC(C(O)C12CC3CC(CC(C3)C1)C2)N1CCCCC1 (stereo unspecified) do in these assays?
IDE act: 8; CRFBP-R2 agonist: 2.8; GalR3 antagonist: -4; MEKK3 PB1 HTS: 105; pCIP destab: -2; CRFR2-BP antag: -21; IDE cell inh: -1; PHOSPHO1 inh: -5; CHRM4 PAM: -19

Results for O[C@H]1C[C@H](c2ccccc2)N(CC2CCCCC2)C[C@@H]1n1cc(C2CC2)nn1 ?
CRFBP-R2 agonist: 2.7; GalR3 antagonist: -6; CRFR2-BP antag: -14; CHRM4 PAM: -7

How did Cc1ccc(CCNC(=O)C23C[C@H]4C[C@@H](C2)CC(n2nnc(C)n2)(C4)C3)cc1 do in these assays?
IDE act: 2; CRFBP-R2 agonist: -1.6; GalR3 antagonist: -6; MEKK3 PB1 HTS: 99; pCIP destab: -6; CRFR2-BP antag: 6; IDE cell inh: 9; PHOSPHO1 inh: -20; CHRM4 PAM: -14

How did CC(=O)c1c(N2CCCC2)[nH]c(-c2ccccc2)nc1=S do in these assays?
IDE act: -6; CRFBP-R2 agonist: 0.2; GalR3 antagonist: -5; MEKK3 PB1 HTS: 101; pCIP destab: 5; CRFR2-BP antag: 12; IDE cell inh: 2; PHOSPHO1 inh: 36; CHRM4 PAM: -8

How did CS(=O)(=O)c1cccc(S(=O)(=O)N2CCN(c3ccccn3)CC2)c1 do in these assays?
IDE act: 5; CRFBP-R2 agonist: -3.7; GalR3 antagonist: -10; MEKK3 PB1 HTS: 103; pCIP destab: -6; CRFR2-BP antag: 6; PHOSPHO1 inh: -16; CHRM4 PAM: -1

What do the screens show for `COc1cccc(C(=O)OCCN2CCCCC2)c1`?
IDE act: -1; CRFBP-R2 agonist: 2.7; GalR3 antagonist: 3; MEKK3 PB1 HTS: 109; pCIP destab: -5; CRFR2-BP antag: -3; IDE cell inh: -4; PHOSPHO1 inh: -1; CHRM4 PAM: 2

Results for COc1cccc(OC)c1C(=O)Nc1ccc(CN2CCOCC2)cc1 ?
IDE act: 0; CRFBP-R2 agonist: -1.3; GalR3 antagonist: -1; MEKK3 PB1 HTS: 106; pCIP destab: 7; CRFR2-BP antag: 1; IDE cell inh: 9; PHOSPHO1 inh: 6; CHRM4 PAM: 11

How did Cc1ccc(CCNC(=O)CN2CCN(Cc3ccccc3F)C2=O)cc1 do in these assays?
IDE act: 0; CRFBP-R2 agonist: -1.0; GalR3 antagonist: -2; MEKK3 PB1 HTS: 104; pCIP destab: -4; CRFR2-BP antag: -18; IDE cell inh: 2; PHOSPHO1 inh: 0; CHRM4 PAM: 30*

What do the screens show for `Cc1noc(C)c1S(=O)(=O)N(C)C[C@H]1Oc2ccc(NC(=O)C3CC3)cc2C(=O)N([C@H](C)CO)C[C@@H]1C`?
IDE act: 2; CRFBP-R2 agonist: -1.5; GalR3 antagonist: -3; CRFR2-BP antag: 11; IDE cell inh: 4; CHRM4 PAM: 5

What do the screens show for `COc1ccc(OCc2nnc(SCC(=O)Nc3cccc(C(C)=O)c3)o2)cc1`?
IDE act: 1; CRFBP-R2 agonist: 3.8; GalR3 antagonist: -3; CRFR2-BP antag: -3; IDE cell inh: 2; CHRM4 PAM: 3

What do the screens show for `Cc1cc(NS(=O)(=O)c2ccc(NC(=O)c3ccc(F)cc3)cc2)nc(C)n1`?
IDE act: 2; CRFBP-R2 agonist: -1.1; GalR3 antagonist: -9; CRFR2-BP antag: 12; IDE cell inh: 3; CHRM4 PAM: 3

How did O=C1c2ccccc2C(=O)N1CC(=O)N1c2ccccc2Sc2ccc(C(F)(F)F)cc21 do in these assays?
IDE act: 3; CRFBP-R2 agonist: 3.6; GalR3 antagonist: -2; MEKK3 PB1 HTS: 98; pCIP destab: -15; CRFR2-BP antag: -44; IDE cell inh: 1; PHOSPHO1 inh: 1; CHRM4 PAM: 3

How did COc1ccc(C)cc1C(=O)CCC(=O)NCCc1ccc(S(N)(=O)=O)cc1 do in these assays?
IDE act: -1; CRFBP-R2 agonist: 2.1; GalR3 antagonist: -3; MEKK3 PB1 HTS: 103; pCIP destab: 6; CRFR2-BP antag: -18; IDE cell inh: -5; PHOSPHO1 inh: 46; CHRM4 PAM: -3

How did COc1cc(OC)cc(C(=O)Nc2ccc(C(=O)NCC3CCCO3)cc2)c1 (stereo unspecified) do in these assays?
IDE act: 10; CRFBP-R2 agonist: -3.1; GalR3 antagonist: -9; MEKK3 PB1 HTS: 108; pCIP destab: 0; CRFR2-BP antag: -1; IDE cell inh: -2; PHOSPHO1 inh: 19; CHRM4 PAM: 0

Results for O=C1COc2ccc(C(=O)COC(=O)c3cccnc3Cl)cc2N1 ?
IDE act: 7; CRFBP-R2 agonist: -2.0; GalR3 antagonist: -5; MEKK3 PB1 HTS: 89; pCIP destab: -11; CRFR2-BP antag: 2; IDE cell inh: -3; PHOSPHO1 inh: -23; CHRM4 PAM: 1

How did CN(C)C(CNC(=O)c1ccc2c(=O)n(-c3ccccc3F)c(=S)[nH]c2c1)Cc1ccccc1 (stereo unspecified) do in these assays?
IDE act: 5; CRFBP-R2 agonist: 0.0; GalR3 antagonist: -5; MEKK3 PB1 HTS: 98; pCIP destab: -4; CRFR2-BP antag: 5; IDE cell inh: 2; PHOSPHO1 inh: 4; CHRM4 PAM: 0

What do the screens show for `Cc1ccc(S(=O)(=O)Nc2ccc(C(=O)NCc3ccccn3)cc2)cc1`?
IDE act: -3; CRFBP-R2 agonist: 0.5; GalR3 antagonist: -2; MEKK3 PB1 HTS: 100; pCIP destab: -3; CRFR2-BP antag: -9; IDE cell inh: -2; PHOSPHO1 inh: 53; CHRM4 PAM: 7

What do the screens show for `O=C(NC1CCCC1)c1cnc2n(c1=O)CCS2`?
IDE act: 5; CRFBP-R2 agonist: -1.4; GalR3 antagonist: -4; MEKK3 PB1 HTS: 109; pCIP destab: -12; CRFR2-BP antag: 10; IDE cell inh: 3; PHOSPHO1 inh: 36; CHRM4 PAM: 6

How did CCC(C)N(C(=O)Cn1nnc(-c2ccc(Cl)cc2)n1)C1CCS(=O)(=O)C1 (stereo unspecified) do in these assays?
IDE act: 6; CRFBP-R2 agonist: -0.3; GalR3 antagonist: -2; CRFR2-BP antag: 4; IDE cell inh: -2; CHRM4 PAM: 4

Results for Cc1cc(F)ccc1S(=O)(=O)NCC(c1cccnc1)N1CCc2ccccc21 (stereo unspecified) ?
IDE act: 2; CRFBP-R2 agonist: -1.1; GalR3 antagonist: -8; MEKK3 PB1 HTS: 87; pCIP destab: -1; CRFR2-BP antag: -18; IDE cell inh: -2; PHOSPHO1 inh: 30; CHRM4 PAM: -7

What do the screens show for `Nc1nc(CCl)nc(Nc2ccc3ccccc3c2)n1`?
IDE act: 10; CRFBP-R2 agonist: 0.2; GalR3 antagonist: -5; MEKK3 PB1 HTS: 103; pCIP destab: -7; CRFR2-BP antag: -27; PHOSPHO1 inh: 16; CHRM4 PAM: 10

What do the screens show for `CCOc1ccc(N2C(=O)CSC2=NC#N)cc1`?
IDE act: 0; CRFBP-R2 agonist: 0.1; GalR3 antagonist: -2; CRFR2-BP antag: -10; IDE cell inh: -2; CHRM4 PAM: 1

Results for O=C(O)c1ccc2c(=O)n(-c3ccccc3)c(=S)[nH]c2c1 ?
IDE act: 7; CRFBP-R2 agonist: 4.1; GalR3 antagonist: -1; MEKK3 PB1 HTS: 96; pCIP destab: -6; CRFR2-BP antag: -6; IDE cell inh: 9; PHOSPHO1 inh: 30; CHRM4 PAM: 16

How did O=c1[nH]nc(CNc2ccc(Cl)cc2Cl)c2ccccc12 do in these assays?
IDE act: -1; CRFBP-R2 agonist: 0.3; GalR3 antagonist: 1; MEKK3 PB1 HTS: 108; pCIP destab: 1; CRFR2-BP antag: -9; IDE cell inh: -2; PHOSPHO1 inh: 40; CHRM4 PAM: 6

How did CC(C(=O)NC1CCCc2ccccc21)N1CCN(Cc2ccc3c(c2)OCO3)CC1 (stereo unspecified) do in these assays?
IDE act: 1; CRFBP-R2 agonist: -1.6; GalR3 antagonist: -4; MEKK3 PB1 HTS: 99; pCIP destab: -14; CRFR2-BP antag: 15; IDE cell inh: 5; PHOSPHO1 inh: 17; CHRM4 PAM: 8

Results for FC(F)(F)c1cccc(-c2nnc3ccc(C(F)(F)F)cn23)c1 ?
IDE act: 2; CRFBP-R2 agonist: -1.3; GalR3 antagonist: -2; MEKK3 PB1 HTS: 101; pCIP destab: -21; CRFR2-BP antag: -9; IDE cell inh: 6; PHOSPHO1 inh: 19; CHRM4 PAM: 1

Results for Cc1cc(N(CC(=O)NC(C)C)S(C)(=O)=O)ccc1Br ?
IDE act: 1; CRFBP-R2 agonist: 0.0; GalR3 antagonist: -1; MEKK3 PB1 HTS: 92; pCIP destab: -8; CRFR2-BP antag: 22; IDE cell inh: -4; PHOSPHO1 inh: -7; CHRM4 PAM: 12

What do the screens show for `Cc1ccc(N=Cc2cc(Cc3ccccc3Cl)cc([N+](=O)[O-])c2O)c(O)c1`?
IDE act: 3; CRFBP-R2 agonist: -1.9; MEKK3 PB1 HTS: 95; pCIP destab: 5; CRFR2-BP antag: 6; IDE cell inh: -2; PHOSPHO1 inh: -13; CHRM4 PAM: 5

What do the screens show for `COc1ccc(-n2c(SCC(N)=O)nnc2-c2ccco2)cc1`?
IDE act: 5; CRFBP-R2 agonist: -1.4; GalR3 antagonist: -2; MEKK3 PB1 HTS: 105; pCIP destab: -12; CRFR2-BP antag: 0; IDE cell inh: 3; PHOSPHO1 inh: 49; CHRM4 PAM: 3

Random excerpt: 2 records from the list.
What do the screens show for `Nc1nc(CCl)nc(Nc2ccc3ccccc3c2)n1`?
IDE act: 10; CRFBP-R2 agonist: 0.2; GalR3 antagonist: -5; MEKK3 PB1 HTS: 103; pCIP destab: -7; CRFR2-BP antag: -27; PHOSPHO1 inh: 16; CHRM4 PAM: 10

How did CN(C)C(CNC(=O)c1ccc2c(=O)n(-c3ccccc3F)c(=S)[nH]c2c1)Cc1ccccc1 (stereo unspecified) do in these assays?
IDE act: 5; CRFBP-R2 agonist: 0.0; GalR3 antagonist: -5; MEKK3 PB1 HTS: 98; pCIP destab: -4; CRFR2-BP antag: 5; IDE cell inh: 2; PHOSPHO1 inh: 4; CHRM4 PAM: 0
